Screening results deposited in PubChem by several laboratories.
Mcl1-Bid inh – disrupts binding of human Mcl-1 to Bid peptide; Q07820; TR-FRET Mcl-1/Bid-Dy647 peptide binding, 1536-well; inhibition, % at 21.7 µM; 220,000 tested, 0.97% active; AID 1021;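 active = compounds that cut the binding signal by more than half at the single screening dose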;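 also: His-tagged Mcl-1 with europium anti-His antibody binding Bid BH3 peptide; 0% = Mcl-1 plus peptide wells and 100% = peptide-only wells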
Target sequence (Q07820 whole entry, looked up): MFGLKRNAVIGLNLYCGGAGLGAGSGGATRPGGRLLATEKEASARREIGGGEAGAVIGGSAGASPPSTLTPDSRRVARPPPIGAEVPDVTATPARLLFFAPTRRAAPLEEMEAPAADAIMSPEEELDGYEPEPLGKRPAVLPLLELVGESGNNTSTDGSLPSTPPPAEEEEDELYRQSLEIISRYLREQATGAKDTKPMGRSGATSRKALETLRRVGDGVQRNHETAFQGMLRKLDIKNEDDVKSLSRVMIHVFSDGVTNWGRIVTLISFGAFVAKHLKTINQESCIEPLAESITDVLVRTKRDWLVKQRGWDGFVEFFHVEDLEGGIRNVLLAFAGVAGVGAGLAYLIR
HRas wt GTP bind – changes GTP binding to wildtype human HRas; P01112; GST-Ras wt beads, Bodipy-FL-GTP binding, flow cytometry; actives lie on both sides; GTP binding activity, % at 10 µM; 190,000 tested, 0.14% active;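 active = GTP binding activity at least 20% away from the 100% baseline, either lowered as inhibitor or raised as activator; inconclusive = flagged as likely green fluorescent, judged across all proteins in the well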;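 also: 0% = unlabeled GTP competition control and 100% = no-compound control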
Target sequence (P01112 whole entry, looked up): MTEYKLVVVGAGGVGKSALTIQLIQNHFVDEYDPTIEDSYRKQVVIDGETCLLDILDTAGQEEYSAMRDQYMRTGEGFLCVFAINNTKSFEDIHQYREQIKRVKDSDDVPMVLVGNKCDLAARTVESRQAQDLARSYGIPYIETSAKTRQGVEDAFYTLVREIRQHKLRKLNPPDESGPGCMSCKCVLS
Rab7 wt modul – dog Rab7 wildtype GTP binding, inhibitors and activators; GST-Rab7 beads, fluorescent GTP binding, flow cytometry; actives lie on both sides; untreated = 100%, excess cold GTP = 0%; GTP binding activity (percent of control), % at 10 µM; 190,000 tested, 0.055% active;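 active = fluorescent GTP binding to Rab7 beads changed by at least 20 points from the 100% baseline, either direction, mostly lower; inconclusive = compound itself probably fluorescent, or too few beads counted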;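 also: median green fluorescence of bound Bodipy-FL-GTP per Rab7 bead population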
Rab2 wt GTP – changes GTP binding to wildtype dog Rab2A, up or down | P61105 | GST-Rab2 wt beads, Bodipy-GTP binding, flow cytometry | GTP binding activity, % at 10 µM | 190,000 tested, 0.19% active | AID 760;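 active = GTP binding activity at least 20 points away from 100%, either lowered or raised; inconclusive = signal likely due to the compound's own green fluorescence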;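 also: 0% = beads with excess unlabeled GTP and 100% = no-compound control corrected for plate trend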
GSH fluor – GSH bead compound fluorescence profile. GSH beads flow cytometry, compound fluorescence 488/530 nm; stronger effect = higher value. fluorescence (KMESF) at 10 µM. 190,000 tested, 0.25% active. AID 1776; in the data active = fluorescence above about 89;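 also: glutathione beads carrying GST-tagged Bcl family fusion proteins plus one bare bead set; values are compound well signal with DMSO vehicle wells as background; inactives centre near 16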
Avidin fluor – avidin bead compound fluorescence profile; Avidin beads, compound fluorescence 488/530 nm, flow cytometry; stronger effect = higher value; AID 1775; 220,000 tested, 0.38% active; fluorescence (KMESF) at 10 µM; in the data active = fluorescence above about 47; also: inactives centre near 10
Cdc42 wt – changes GTP binding to wildtype human Cdc42 | P60953 | GST-Cdc42 beads, Bodipy-GTP binding, flow cytometry; actives lie on both sides | percent activity (GTP binding), % at 10 µM | 190,000 tested, 0.2% active | AID 761;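 active = percent activity GTP binding at least 20 points away from the 100% baseline, either down as inhibitor or up as activator; inconclusive = compound flagged as likely green fluorescent from well-wide comparison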;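 also: median bead fluorescence of bound Bodipy-FL-GTP at 100 nM; 0% = excess unlabeled GTP control and 100% = no compound control; below 100% means less GTP binding so inhibitor and above means activator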
Target sequence (P60953 whole entry, looked up): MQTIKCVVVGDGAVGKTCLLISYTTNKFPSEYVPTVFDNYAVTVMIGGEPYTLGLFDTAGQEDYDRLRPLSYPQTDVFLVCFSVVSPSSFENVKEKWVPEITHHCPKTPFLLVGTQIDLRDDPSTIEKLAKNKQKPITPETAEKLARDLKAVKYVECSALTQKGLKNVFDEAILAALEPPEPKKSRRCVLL
Rac1 wt modul – modulators of human Rac1 wildtype GTP binding; GST-Rac1 beads, fluorescent GTP binding, flow cytometry; actives lie on both sides; 0 = cold GTP competed, 100 = untreated; GTP binding activity (% of control), % at 10 µM; 190,000 tested, 0.27% active;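 active = GTP binding activity at least 20 points away from the 100% control level, either lower or higher; inconclusive = compound flagged as likely green fluorescent, judged across all proteins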
Mcl1 Noxa PPI – Mcl-1/Noxa interaction inhibition; Q07820; TR-FRET Mcl-1/Noxa peptide binding, 2 h; inhibition, % at 21.7 µM; 220,000 tested, 1.5% active; AID 1022;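 active = compounds that cut the protein-peptide binding signal by more than 50% relative to plate controls in a single-dose test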;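 also: His-tagged Mcl-1 with rhodamine Noxa BH3 peptide and terbium anti-His antibody; 0% = Mcl-1 plus Noxa peptide wells and 100% = peptide-only wells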
Rac1 act GTP bind – modulators of GTP binding to human Rac1 activated mutant | P63000 | GST-Rac1 activated beads, fluorescent GTP binding, flow cytometry; actives lie on both sides; 100% means binding = to untreated wells | percent activity (GTP binding), % at 10 µM | AID 764 | 190,000 tested, 0.11% active;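 active = GTP binding at least 20 percentage points away from the 100% baseline, in either direction, so actives lie on both sides; inconclusive = Compound likely fluorescent itself, or too few beads counted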
Pf gamet viab – kills late stage P. falciparum gametocytes | P. falciparum stage V gametocytes, ATP luminescence, 24 h | inhibition, % at 10.9 µM | 150,000 tested, 0.065% active;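 active = inhibition above the mean plus 3 SD of compounds within the control limits, set per campaign, cut at about 38% in these data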;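 also: 0% = DMSO wells and 100% = medium only without gametocytes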
* = called active by the depositor; ? = inconclusive; / = no result given.

Labels used below: A = Mcl1-Bid inh; B = HRas wt GTP bind; C = Rab7 wt modul; D = Rab2 wt GTP; E = GSH fluor; F = Avidin fluor; G = Cdc42 wt; H = Rac1 wt modul; I = Mcl1 Noxa PPI; J = Rac1 act GTP bind; K = Pf gamet viab
SMILES: CCn1cc([N+](=O)[O-])c(C(=O)Nc2ccn(Cc3ccccc3)n2)n1
  A: -8; B: ?; C: ?; D: ?; E: 8; F: 3; G: ?; H: ?; I: 10; J: ?; K: -6

SMILES: CN(Cc1ccccc1)C(=O)Cn1c(=O)oc2cc(S(=O)(=O)N3CCCC3)ccc21
  A: -11; B: 98; C: 101; D: 100; E: 18; F: 5; G: 100; H: 102; I: 10; J: 97; K: /

SMILES: Cc1ccc2[nH]c(=O)c(CN(Cc3cccs3)C(=S)NCC3CCCO3)cc2c1 (stereo not given)
  A: -49; B: 102; C: 101; D: 100; E: 16; F: 15; G: 102; H: 107; I: 13; J: 101; K: 10

SMILES: CCN(C(=S)Nc1cccnc1)c1ccccc1
  A: -38; B: 97; C: 99; D: 98; E: 20; F: 13; G: 99; H: 99; I: 2; J: 96; K: 2

SMILES: CCOC(=O)c1ccc(NC(=O)CNC(=O)C23CC4CC(CC(C4)C2)C3)cc1
  A: -11; B: 98; C: 102; D: 99; E: 25; F: 13; G: 96; H: 98; I: -3; J: 97; K: -2

SMILES: COc1ccccc1Nc1nc(Cl)c(C=O)s1
  A: -19; B: 101; C: 109; D: 103; E: 13; F: 13; G: 96; H: 99; I: 6; J: 99; K: /

SMILES: Cc1cccn2c(=O)c(/C=N/O)c(N3CCCCC3)nc12
  A: -12; B: ?; C: ?; D: ?; E: 16; F: 14; G: ?; H: ?; I: -12; J: ?; K: /

SMILES: O=C(NCc1ccccc1Cl)C1CCN(S(=O)(=O)N2CCOCC2)CC1
  A: -3; B: 99; C: 108; D: 104; E: 18; F: 11; G: 104; H: 100; I: 2; J: 97; K: 0

SMILES: O=C(COC(=O)CCC(=O)c1ccc(F)cc1)Nc1cccc(S(=O)(=O)N2CCOCC2)c1
  A: -10; B: 99; C: 103; D: 100; E: 21; F: 11; G: 98; H: 99; I: 0; J: 93; K: /

SMILES: O=C(O)Cn1nnnc1SCC(=O)Nc1ccc(F)cc1F
  A: -4; B: 101; C: 106; D: 101; E: 18; F: 9; G: 98; H: 104; I: 9; J: 98; K: 1

SMILES: N#Cc1nc(-c2cccs2)oc1N1CCN(c2ccccc2)CC1
  A: -27; B: 95; C: 101; D: 97; E: 12; F: 9; G: 95; H: 94; I: 6; J: 95; K: -7

SMILES: COc1ccc(NC(=O)CCN2CCC(C)CC2)cc1
  A: -16; B: 95; C: 93; D: 94; E: 12; F: 37; G: 95; H: 95; I: -7; J: 93; K: /

SMILES: CCOC(=O)CCCNC(=O)CSc1nc2ccc(OCC)cc2[nH]1
  A: -27; B: 96; C: 104; D: 96; E: 15; F: 8; G: 88; H: 93; I: 5; J: 94; K: -13

SMILES: COc1ccc2[nH]c(C)c(CCNC(=S)Nc3ccccc3C)c2c1
  A: -19; B: 98; C: 102; D: 99; E: 17; F: 7; G: 100; H: 103; I: 2; J: 97; K: /

SMILES: CC(=O)NNC(=O)CCC(=O)Nc1ccccc1
  A: -20; B: 99; C: 96; D: 97; E: 8; F: 27; G: 99; H: 100; I: -6; J: 99; K: -2

An excerpt of these results, tab-delimited:
Structure	Mcl1-Bid inh	HRas wt GTP bind	Rab7 wt modul	Rab2 wt GTP	GSH fluor	Avidin fluor	Cdc42 wt	Rac1 wt modul	Mcl1 Noxa PPI	Rac1 act GTP bind	Pf gamet viab
O=C(O)Cn1nnnc1SCC(=O)Nc1ccc(F)cc1F	-4	101	106	101	18	9	98	104	9	98	1
N#Cc1nc(-c2cccs2)oc1N1CCN(c2ccccc2)CC1	-27	95	101	97	12	9	95	94	6	95	-7
COc1ccc(NC(=O)CCN2CCC(C)CC2)cc1	-16	95	93	94	12	37	95	95	-7	93	/
CCOC(=O)CCCNC(=O)CSc1nc2ccc(OCC)cc2[nH]1	-27	96	104	96	15	8	88	93	5	94	-13

Going on with the list.
Labels used below: A = Mcl1-Bid inh; B = HRas wt GTP bind; C = Rab7 wt modul; D = Rab2 wt GTP; E = GSH fluor; F = Avidin fluor; G = Cdc42 wt; H = Rac1 wt modul; I = Mcl1 Noxa PPI; J = Rac1 act GTP bind; K = Pf gamet viab
SMILES: O=C(CCn1c(=S)[nH]c2ccccc2c1=O)NCCc1ccc(Cl)cc1
  A: 2; B: 99; C: 105; D: 100; E: 12; F: 22; G: 98; H: 99; I: -20; J: 95; K: -11

SMILES: COc1cc(OC)cc(C(=O)NCCN2CCOCC2)c1
  A: 34; B: 97; C: 95; D: 97; E: 32; F: 27; G: 99; H: 96; I: 12; J: 96; K: -11

SMILES: CCCn1nc2cc(C(=O)NCc3ccc(OC(F)(F)F)cc3)ccc2c1OCC
  A: -15; B: 100; C: 100; D: 98; E: 56; F: 8; G: 99; H: 98; I: 4; J: 96; K: 12

SMILES: COc1ccc(C)cc1NC(=O)COC(=O)c1ccc(OCc2ccc(Cl)cc2Cl)c(OC)c1
  A: -45; B: 98; C: 97; D: 95; E: 8; F: 10; G: 94; H: 94; I: -2; J: 95; K: -11

SMILES: Cc1cc(C)nc(N2N=C(C(C)(C)C)CC2=O)n1
  A: -49; B: 100; C: 100; D: 100; E: 10; F: 7; G: 101; H: 105; I: 0; J: 99; K: /

SMILES: CC(=O)c1cccc(N/C=C\c2nnnn2-c2ccc(F)cc2)c1
  A: -27; B: 101; C: 102; D: 99; E: 4; F: 2; G: 97; H: 100; I: 27; J: 99; K: 7

SMILES: CC1(C)CC(=O)c2sc(NC(=O)CCS(=O)(=O)c3ccccc3)nc2C1
  A: 0; B: 107; C: 102; D: 107; E: 26; F: 8; G: 110; H: 113; I: 0; J: 102; K: /

SMILES: C=CCN1C(=O)CN=C1Nc1ccc(F)cc1
  A: -15; B: 102; C: 99; D: 102; E: 13; F: 14; G: 104; H: 101; I: 8; J: 102; K: -21
